# D2 PAM: positive allosteric modulators of human D2 dopamine receptor; P14416; HEK293 T-REx D2, calcium flux, EC20 dopamine potentiation; potentiation, % at 10 µM; hit rate 0.34% among 340,000; AID 485347;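 active = potentiation over 3 SD above the plate norm, cut at about 30% in these data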; note: 0% is about no effect
#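 Potentiation of an EC20 dopamine calcium response measured kinetically over 180 s, after a preceding 180 s compound-only read flagging agonists. Cells: inducible Hek293 Trex D2 line, 4000/well, cultured overnight at 30 C before dye loading.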
# D1 agonist: agonists of human D1 dopamine receptor; hit rate 1% among 360,000; activation, % at 2 µM; HEK293 T-REx D1 cells, calcium flux, agonist mode; P21728; AID 504660; note: 0% is about no effect
#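 Inducible HEK293 T-REx D1 cells, force-coupled to calcium signalling, were plated at 4000 cells/well with tetracycline and held overnight at 30 C. After no-wash calcium dye loading, compound-evoked calcium rise over 180 s flagged agonists.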
# D1 antag: blocks dopamine activation of the human D1 receptor; P21728; HEK293 TREx D1 cells, calcium flux, dopamine EC80; active compounds read low; activity change, negative = inhibition, % at 10 µM; hit rate 3.2% among 360,000; in the data active = activity change below about -30%; note: % is set by controls: 0 for no effect and ±100 for the full control effect
#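 Calcium flux readout: force-coupled, inducible Hek293 Trex D1 line, cells induced overnight at 30 C with tetracycline, dye-loaded 30–90 min at RT. Antagonism scored against EC80 dopamine challenge given 180 s after compound.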
# TRHR ag: activates the human TRH receptor. hit rate 0.18% among 360,000. activation, % at 2 µM. P34981. AID 493084. TRHR cells, calcium flux fluo-8, FDSS agonist mode; note: 0% is about no effect
#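 TRHR-expressing cells, plated overnight in medium with 10% serum, were loaded with fluo-8 calcium dye at room temperature. After a 10 s baseline, library compound was pin-added and calcium release was recorded kinetically (ex 480/em 530) as agonist response.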
# D2 antagonist: D2 dopamine receptor (human) antagonism. P14416. hit rate 2% among 340,000. HEK293 TREx D2 cells, calcium flux, dopamine EC80. AID 485344. inhibition, % at 10 µM; in the data active = inhibition above about 30%; note: 0% is about no effect
#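 Cells plated overnight at 30 C with tetracycline; no-wash calcium dye, 30–90 min RT; 10 s baseline; compound pinned; 180 s read; EC80 dopamine added; another 180 s read.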
# D2 agonist: D2 dopamine receptor (human) agonism | P14416 | HEK293 T-REx D2 cells, calcium flux agonist mode | activation, % at 2 µM | hit rate 0.53% among 340,000;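 active = activation over 3 SD above normal in the single-dose calcium agonist read, cut at about 30% in these data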; note: 0% is about no effect
#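 Tetracycline-induced HEK293 Trex cells with D2 receptor force-coupled to calcium signaling, plated overnight at 30 C and loaded with no-wash calcium dye. Calcium flux read kinetically for 180 s after compound addition; responses flag agonists.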
# D1 PAM: potentiators of human D1 dopamine receptor; potentiation, % at 10 µM; hit rate 0.036% among 360,000; AID 504651; HEK293 TREx D1 cells, calcium flux, dopamine EC20 potentiation; in the data active = potentiation above about 30%; note: 0% is about no effect
# RXFP1 antag: RXFP1 (human) relaxin receptor antagonism | activity change, negative = inhibition, % at 57.5 µM | Q9HBX9 | hit rate 0.59% among 350,000 | HEK293-RXFP1, relaxin-stimulated cAMP HTRF, 30 min; active compounds read low;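 active = activity change of -60% or lower, but not beyond a set lower limit; inconclusive = change between -60% and -40%, or beyond the set limit; inactive = change above -40%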; note: % is set by controls: 0 for no effect and ±100 for the full control effect
# Target sequence (Q9HBX9 whole entry, looked up): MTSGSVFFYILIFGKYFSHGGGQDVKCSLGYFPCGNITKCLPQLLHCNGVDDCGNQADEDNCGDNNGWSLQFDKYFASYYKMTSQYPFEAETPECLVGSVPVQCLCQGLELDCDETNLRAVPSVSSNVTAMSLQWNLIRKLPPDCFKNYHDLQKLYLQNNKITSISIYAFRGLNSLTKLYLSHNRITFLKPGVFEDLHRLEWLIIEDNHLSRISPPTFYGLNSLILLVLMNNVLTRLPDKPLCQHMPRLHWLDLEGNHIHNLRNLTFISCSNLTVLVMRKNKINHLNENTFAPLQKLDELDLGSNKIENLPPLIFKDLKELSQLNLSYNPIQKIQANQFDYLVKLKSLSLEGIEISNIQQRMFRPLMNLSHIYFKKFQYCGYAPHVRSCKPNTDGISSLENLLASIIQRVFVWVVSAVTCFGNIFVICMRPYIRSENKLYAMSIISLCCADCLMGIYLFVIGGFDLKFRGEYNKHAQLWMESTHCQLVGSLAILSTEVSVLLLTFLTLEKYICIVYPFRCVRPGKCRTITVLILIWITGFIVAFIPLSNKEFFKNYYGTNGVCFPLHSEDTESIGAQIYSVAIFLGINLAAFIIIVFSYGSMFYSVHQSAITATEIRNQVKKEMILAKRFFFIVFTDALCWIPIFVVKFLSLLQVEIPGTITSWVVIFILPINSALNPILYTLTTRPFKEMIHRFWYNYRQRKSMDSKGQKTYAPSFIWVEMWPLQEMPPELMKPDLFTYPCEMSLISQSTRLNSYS
# TRHR enhancer: allosterically enhances the human TRH receptor; hit rate 0.66% among 360,000; enhancement, % at 2 µM; TRHR cells, fluo-8 calcium fluorescence, EC20 TRH enhancement; in the data active = enhancement above about 30%; note: 0% is about no effect
#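 Enhancer read-out: after compound pinning and an initial kinetic agonist-mode read, an EC20 of TRH (10 nM final) was injected and fluo-8 calcium signal (Ex 480/Em 530) followed at 1 s/cycle for 100 cycles in TRHR-expressing cells.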
# An asterisk follows results filed as active; u = inconclusive; x = not tested or not shown. Cut-off read from the data, not from the text of the source, unless noted: active = activation above about 30%; inactive = the rest. Random draw from the library; overall some 7.1% were active at least once.
# The opening 4 records (preview)
SMILES,D2 PAM,D1 agonist,D1 antag,TRHR ag,D2 antagonist,D2 agonist,D1 PAM,RXFP1 antag,TRHR enhancer
Cc1nc(C)c(-c2ccc(SCC(=O)Nc3ccc(Br)cc3)nn2)s1,9,4,0,0.1,x,-1.0,-2,u,1
O=C(O)c1ccc(C2Nc3ccccc3-c3nnc(SCc4ccc(Cl)cc4)nc3O2)cc1 (configuration not stated),-12,3,-21,2.4,x,-0.4,-6,-4,-3
Cc1ccc(C)c(-n2c(-c3ccc4c(c3)OCO4)n[nH]c2=S)c1,3,2,-8,-0.9,9,-3.5,-5,2,1
COc1ccc(C(=O)CC(=O)C(=O)Nc2cc(C)ccc2C)cc1,9,2,-9,1.1,-2,1.0,-3,-6,6

# The whole of this part, from the start:
SMILES,D2 PAM,D1 agonist,D1 antag,TRHR ag,D2 antagonist,D2 agonist,D1 PAM,RXFP1 antag,TRHR enhancer
Cc1nc(C)c(-c2ccc(SCC(=O)Nc3ccc(Br)cc3)nn2)s1,9,4,0,0.1,x,-1.0,-2,u,1
O=C(O)c1ccc(C2Nc3ccccc3-c3nnc(SCc4ccc(Cl)cc4)nc3O2)cc1 (configuration not stated),-12,3,-21,2.4,x,-0.4,-6,-4,-3
Cc1ccc(C)c(-n2c(-c3ccc4c(c3)OCO4)n[nH]c2=S)c1,3,2,-8,-0.9,9,-3.5,-5,2,1
COc1ccc(C(=O)CC(=O)C(=O)Nc2cc(C)ccc2C)cc1,9,2,-9,1.1,-2,1.0,-3,-6,6
Cc1ccc(OCC(=O)NCC(=O)OCc2cc(=O)n3nc(C)sc3n2)cc1,-12,1,0,0.0,x,x,-4,-13,6
O=C(CCNC(=O)c1ccc(Br)cc1)NCCCN1CCOCC1,11,2,-10,0.4,2,0.4,-1,7,12
Cc1ccccc1-n1nnnc1SCc1csc(-c2ccccc2)n1,6,12,-35*,0.9,-9,-0.6,-10,-2,-5
CCN(CC)c1nc(C)c2c(c1C#N)CC(C)(C)OC2,-12,2,-13,0.3,1,0.0,-7,-10,3
COc1ccc(NS(=O)(=O)c2ccc(OCC(=O)N3CCOCC3)cc2)cc1,-14,10,-7,1.0,-8,0.9,-1,-16,-8
Cc1cccc(Cn2c(C)nc3c(N)c(C)c(C)cc32)c1,x,6,-12,0.2,x,x,-4,1,1
COc1ccc(Br)cc1/C=N/NC(=O)c1cc(Br)ccc1O,-10,7,3,0.9,4,1.0,-4,x,-2
CCOC(=O)c1ccc(NC(=O)CCc2nnc3ccc(N4CCN(C)CC4)nn23)cc1,-2,4,9,-0.1,8,-0.3,-5,24,-2
CC(=O)c1c(C)[nH]c(C(=O)OCC(=O)Nc2cccc(S(=O)(=O)N3CCCC3)c2)c1C,10,2,9,0.1,16,-1.5,1,-2,-4
CC(Sc1nc(N)cc(=O)[nH]1)C(=O)NCC(=O)Nc1ccc(F)c(F)c1F (configuration not stated),-6,2,7,0.0,-3,0.6,1,2,0
COC(=O)CC1=NN(c2nc(C)cc(C)n2)C(=O)C1,5,13,3,11,4,7.0,2,-11,4
COc1ccc(OCCCN2CCCC(C)C2)cc1 (configuration not stated),-16,4,3,0.9,13,0.0,-14,-3,17
COc1ccc2c(C)cc(Sc3nnnn3-c3ccccc3)nc2c1,9,3,11,0.2,4,0.5,-3,3,-3
O=C1CC(NS(=O)(=O)c2ccc(F)cc2)CN1c1ccc2c(c1)OCCO2 (configuration not stated),6,4,13,0.4,-34,-0.3,-4,-11,3
COc1ccc(CCNC(=O)c2ccc3c(c2)N(Cc2cc(C)ccc2C)C(=O)c2ccccc2S3=O)cc1OC (configuration not stated),x,10,-6,-0.3,x,0.3,-3,x,31*
O=C(c1c(Cl)cccc1Cl)N1CCN(c2cccc3[nH]ccc23)CC1,-19,5,-1,0.4,2,41*,1,-5,-9
Cc1ccc(CN2CCC(NC(=O)c3ccccc3)CC2)cc1,-24,5,-9,-0.7,90*,0.0,-15,-8,1
COc1cccc(C(=O)C2CCCN(C(=O)CCC3=NNC(=O)CC3)C2)c1 (configuration not stated),12,2,-9,-4.7,-5,-2.1,0,8,14
CCOC(=O)c1ccc(CNC(=O)Cn2nnc(-c3ccccc3)n2)o1,8,0,-4,-1.4,26,-2.1,-4,-1,0
Cc1cc(C)c(NC(=O)CSc2nc3ccccc3c3nc(CCn4cncc4C)nn23)c(C)c1,-14,0,-23,-0.6,x,0.3,-1,-3,3
O=C1CCc2cc(S(=O)(=O)N3CCN(C(=O)c4ccco4)CC3)ccc2N1,-2,2,-15,0.6,8,23,-2,3,3
O=C(c1cccc([N+](=O)[O-])c1)N1CCCC(C(=O)N2CCN(c3ccccc3)CC2)C1 (configuration not stated),-20,3,1,0.3,11,-0.3,-3,-4,7
CC(NC(=O)c1cccnc1)C(c1cccs1)N1CCN(c2ccccc2F)CC1 (configuration not stated),7,1,-13,0.2,-4,7.7,-3,-22,3
CCCN(CCC)S(=O)(=O)c1ccc(C(=O)NCc2ccc3c(c2)OCO3)cc1,-2,8,9,0.5,-6,-1.4,6,-1,-6
COc1ccccc1-c1c(C(F)(F)F)oc2cc(OCC(=O)Nc3cc(C)ccc3C)ccc2c1=O,12,4,9,0.6,6,0.9,4,x,-4
O=C(Cn1ccc([N+](=O)[O-])n1)N1CCc2ccccc21,-6,-1,x,-0.9,2,0.4,0,-3,4
CC1CCc2c(cc(-c3ccccc3)n2-c2ccc(C(=O)NC(C)C)cc2)C1 (configuration not stated),-7,7,-39*,0.7,x,0.2,-5,u,2
Cc1cccc(-n2ncc3c(N(C)Cc4ccccc4)ncnc32)c1,15,6,-28,-0.8,14,-2.1,2,x,-4
CSc1ccccc1OCc1cc(C(=O)NCCn2nc(C)cc2C)no1,4,4,10,-0.8,-10,-0.5,-1,1,1
Cc1nnc(NC(=O)c2cccc(NC(=O)C(C)C)c2)s1,4,3,-9,0.0,-6,0.0,1,-16,-6
O=C1c2cccnc2C(Nc2ccccc2Br)N1Cc1ccco1 (configuration not stated),1,-3,-53*,-0.4,8,0.5,7,7,0
CCCOc1ccc(-c2c(=O)n(OCc3ccc([N+](=O)[O-])cc3)c3ccccc3[n+]2[O-])cc1,x,2,-5,-1.2,x,x,-5,2,-1
CCN(C(=O)COC(=O)c1cccc(S(=O)(=O)N(CC)CC)c1)C1CCS(=O)(=O)C1 (configuration not stated),-8,1,-14,0.1,-13,1.1,-2,-1,5
COc1ccc2c(c1)c1ncn(CC3CCCO3)c(=O)c1n2C (configuration not stated),6,-1,5,-1.2,1,-0.1,3,-7,4
Cc1cc(SCC(=O)Nc2cccnc2Cl)nc2ccccc12,1,1,-21,0.3,x,x,-2,18,9
COc1ccc(CCNC(=O)CSc2nn(-c3ccccc3)c(=S)s2)cc1OC,-2,3,5,-2.1,5,-1.5,-4,5,-2
O=C(NCCCN1CCOCC1)c1cc(C(=O)C2CCCCC2)c[nH]1,-12,2,0,-0.5,10,0.7,-4,-11,2
COc1ccc(NC(=O)C2CCC(CNS(=O)(=O)c3csc(C(N)=O)c3)CC2)cc1 (configuration not stated),-4,2,8,-0.2,x,-0.5,-3,x,-4
COCCOC(=O)C1=C(C)NC(=O)NC1c1cccc2ccccc12 (configuration not stated),7,2,2,0.4,-13,-0.2,-1,-13,3
O=C(OCc1ccc(O)cc1)c1c(-c2ccsc2)oc2ccc(N3CCOCC3)cc12,9,3,-16,0.3,-11,1.6,-1,x,13
O=C(NCc1ccncc1)c1cc(C(=O)C2CCCCC2)c[nH]1,0,1,13,-0.7,-2,-0.7,0,-6,3

# A few values from above.
# D2 agonist, Cc1nnc(NC(=O)c2cccc(NC(=O)C(C)C)c2)s1 reads 0.0
# D2 agonist, CSc1ccccc1OCc1cc(C(=O)NCCn2nc(C)cc2C)no1 reads -0.5

# Continuation.
SMILES,D2 PAM,D1 agonist,D1 antag,TRHR ag,D2 antagonist,D2 agonist,D1 PAM,RXFP1 antag,TRHR enhancer
CCOc1c(C(N)=O)c(-c2ccccc2)c2c(=O)[nH]c3ccccc3n12,8,0,-8,-0.2,-9,-1.0,-5,-10,1
Cc1cc(C)cc(-n2c(=O)c3sccc3n(CC(=O)NCc3ccco3)c2=O)c1,20,11,7,-0.7,3,-0.1,2,-12,13
O=C(COC(=O)c1ccc[nH]c1=O)c1ccc(Cl)s1,9,1,-11,1.0,-2,-0.2,5,-9,-1
COc1ccc(-c2nc(-c3cccc(C)c3)[nH]c(=O)c2C#N)cc1,-4,1,-18,-0.4,-7,-0.9,-1,-2,-5
COc1ccc(OC)c(S(=O)(=O)NCc2nc3nc(C)cc(C)n3n2)c1,-3,5,13,0.0,-7,-0.6,-3,1,-3
O=C(Nc1ccc(O)c2c(=O)cc(-c3ccccc3Cl)oc12)c1ccccc1Cl,0,-2,4,-0.3,4,0.6,-1,x,1
CC(C)c1ccc(CN2CCC(C(=O)NCc3cccnc3)CC2)cc1,9,7,-6,0.3,-6,-1.8,-9,-1,16
COc1ccc(-n2c(SCC(N)=O)nc3sc4c(c3c2=O)CCC4)cc1,-1,0,0,-0.4,3,0.4,-3,-7,-3
CC(C)NC(=O)c1cc(-n2cnnc2)ccc1Cl,-4,1,-7,0.3,0,0.7,0,-2,6
CC(C)Cn1c(SCC(=O)NC(=O)NC2CCCC2)nc2ccccc21,-1,3,3,-0.6,2,0.3,1,-66*,-7
O=C(NCCCNC(=O)c1cnccn1)c1ccc(Cl)c(Cl)c1,-16,5,8,0.2,9,0.1,-1,3,9
CN(c1ccccc1)S(=O)(=O)c1ccc(C(=O)NCc2ccco2)cc1,15,14,-8,-0.2,10,-0.5,0,-10,6
COc1ccc(-c2cc(OC(=O)c3ccc(F)cc3)c3c(C)oc(C)c3c(=O)c2)cc1OC,18,-1,-5,-0.9,x,-1.1,-1,-30,11
COCCN(C(=O)CCC(=O)Nc1cc(C)on1)C(C(=O)NC(C)(C)C)c1ccccc1Cl (configuration not stated),x,0,-13,-0.3,45*,-2.9,-10,-3,-2
CCOc1ccc(S(=O)(=O)N(CC(=O)NCCc2ccc(OC)c(OC)c2)c2ccccc2)cc1,-5,0,-6,-0.5,x,-1.0,-2,x,-7
Cc1ccc(/C=C/C(=O)Nc2ccc(S(=O)(=O)Nc3ncccn3)cc2)cc1,2,6,0,0.1,14,2.7,-6,1,2
CC(=O)Cn1ncc(N2CCOCC2)c(Cl)c1=O,4,5,-2,0.5,20,x,-7,3,9
CCC1(C(=O)c2ccc(Cl)cc2)C2c3ccccc3OC(=O)C21C(=O)Nc1ccccc1 (configuration not stated),-3,4,3,1.5,-35,-0.4,-1,-3,5
COc1ccc(C2/C=C\CN(C(=O)Oc3ccccc3)CC(=O)N2Cc2ccc(F)cc2)cc1 (configuration not stated),3,4,-8,-0.3,0,0.1,4,x,5
COc1cc(NC(=O)c2cc3c(Cl)nc4ccccc4c3s2)cc(OC)c1OC,-13,0,-16,-0.2,2,-0.8,-6,5,2
